CCHF vOTU inh: CCHFV vOTU protease inhibition | hit rate 0.55% among 370,000 | Pep-AMC fluorescence | inhibition, % at 11.5 µM; in the data active means inhibition above about 30%; further: 0% = vehicle wells with enzyme and 100% = no enzyme wells
Anthrax LF inh2: inhibitors of Bacillus anthracis lethal factor protease. multiplex microsphere protease cleavage assay, LF. P15917. hit rate 0.12% among 360,000. AID 588501. inhibition, % at 10 µM; further: plate controls were buffer without enzyme for full effect and enzyme alone for no effect
PriA SSB inh: inhibitors of Klebsiella pneumoniae PriA binding to SSB C-terminal tail. inhibition, % at 33 µM. AlphaScreen SSBct-PriA binding, biotinylated peptide. hit rate 0.6% among 430,000; in the data active means inhibition mostly above about 37%, no sharp cut-off; inactive means mostly below about 20%;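 further: plate controls were negative control peptide for no effect and reference peptide for full effect; strong numbers were not always called active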
MazEF act: increases E. coli MazEF RNase cleavage of RNA | hit rate 0.32% among 350,000 | P0AE70 | FAM/BHQ RNA-DNA oligo cleavage fluorescence, 5 h | activation, % at 20 µM; in the data active means activation above about 50%
SARS 3CLpro inh: SARS-CoV 3CLpro protease inhibition. inhibition, % at 6 µM. hit rate 0.14% among 290,000. recombinant SARS-CoV 3CLpro, quenched FRET peptide cleavage. P0C6X7; in the data active means inhibition above about 12%
VHR inh abs: inhibitors of human VHR1 phosphatase (DUSP3) | hit rate 0.52% among 290,000 | P51452 | recombinant VHR phosphatase, pNPP absorbance | inhibition, % at 13.3 µM; in the data active means inhibition above about 50%; further: some compounds called inactive have numbers as strong as hits
Target sequence (P51452 whole entry, looked up): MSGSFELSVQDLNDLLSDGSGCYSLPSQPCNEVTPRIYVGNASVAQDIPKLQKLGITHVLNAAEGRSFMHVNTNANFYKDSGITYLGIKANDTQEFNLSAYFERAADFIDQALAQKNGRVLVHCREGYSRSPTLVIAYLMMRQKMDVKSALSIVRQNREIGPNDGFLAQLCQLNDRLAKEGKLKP
BoNT-A LC inh2: inhibitors of Botulinum neurotoxin A light chain protease. multiplex microsphere protease substrate cleavage, flow cytometry. inhibition, % at 10 µM. hit rate 0.17% among 360,000. AID 588499; further: plate controls were buffer without enzyme for full effect and enzyme alone for no effect
PrPC surface inh: reduces human prion protein on the cell surface. inhibition, % at 13.8 µM. AID 720596. hit rate 0.43% among 370,000. cell surface PrPC, TR-FRET read-out; in the data active means inhibition above about 24%; further: 0% = median of the test wells and 100% = reference compound wells
Rv3671c protease: inhibits the M. tuberculosis serine protease Rv3671c; P9WHR9; inhibition, % at 5.96 µM; hit rate 0.048% among 320,000; in the data active means inhibition above about 38%;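 further: extracellular domain of Rv3671c used as enzyme; 0% = enzyme with DMSO and 100% = no enzyme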
Target sequence (P9WHR9 whole entry, looked up, the tested form may be a part): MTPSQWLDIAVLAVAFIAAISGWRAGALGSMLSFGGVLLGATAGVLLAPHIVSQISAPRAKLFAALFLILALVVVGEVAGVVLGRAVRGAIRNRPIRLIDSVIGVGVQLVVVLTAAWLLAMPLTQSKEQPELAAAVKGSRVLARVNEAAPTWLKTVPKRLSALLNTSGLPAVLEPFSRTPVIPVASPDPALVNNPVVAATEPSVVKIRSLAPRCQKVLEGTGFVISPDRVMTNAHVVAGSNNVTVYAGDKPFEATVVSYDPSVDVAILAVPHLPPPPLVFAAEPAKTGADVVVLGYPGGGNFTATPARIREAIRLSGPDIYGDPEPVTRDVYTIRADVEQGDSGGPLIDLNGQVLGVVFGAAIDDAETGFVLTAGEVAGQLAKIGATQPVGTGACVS
BoNT-F LC inh: inhibitors of Botulinum neurotoxin F light chain protease | Multiplex microsphere protease cleavage assay, flow cytometry | inhibition, % at 10 µM | hit rate 0.22% among 360,000 | AID 588497; in the data active means inhibition above about 35%, passing the limit was not always enough; further: plate controls were buffer without enzyme for full effect and enzyme alone for no effect
Numbers without * were called inactive; . = not tested or not shown. Unless noted, no stated cut-off is given here; in the data, active means inhibition above about 30%; inconclusive means no clear call, values can overlap the other calls; inactive means below that.

Letters – A = CCHF vOTU inh; B = Anthrax LF inh2; C = PriA SSB inh; D = MazEF act; E = SARS 3CLpro inh; F = VHR inh abs; G = BoNT-A LC inh2; H = PrPC surface inh; I = Rv3671c protease; J = BoNT-F LC inh
1. O=C(O)CC(NS(=O)(=O)c1ccc2c(c1)OCCO2)c1ccccc1[N+](=O)[O-] (centres undefined)
  A: 5; B: -1; C: 3; D: 3; E: .; F: .; G: 0.4; H: -11; I: -9; J: -2

2. CCOc1ccc(/C=N/NC(=O)c2ccccc2NC(=O)c2ccc(OC)cc2)cc1
  A: -6; B: 0; C: .; D: 3; E: 1; F: 16; G: -0.3; H: 2; I: -138; J: -4

3. Cc1ccccc1-c1noc(-c2ccccc2F)n1
  A: -3; B: -3; C: -48; D: -9; E: 4; F: 19; G: -1.0; H: 4; I: -13; J: -4

4. CCOc1ccccc1Oc1c(C)oc2cc(OC(=O)c3ccco3)ccc2c1=O
  A: -22; B: -2; C: 9; D: 12; E: -5; F: 16; G: -1.0; H: 2; I: 5; J: -14

5. Cc1cc(O)c(/C=N/c2ccccn2)c(=O)o1
  A: 2; B: 0; C: .; D: 8; E: 2; F: 19; G: -0.9; H: -2; I: 3; J: -3

6. O=C(CSc1c2c(nc3cc(Cl)ccc13)CCCC2)NCCN1CCOCC1
  A: 2; B: -2; C: -5; D: -7; E: 1; F: -1; G: 0.4; H: 13; I: -4; J: 2

7. Cc1noc(C)c1S(=O)(=O)N1CCCCC1c1cc(C(=O)Nc2cccc3c2CCCC3)no1 (centres undefined)
  A: 1; B: -3; C: .; D: .; E: .; F: .; G: -0.1; H: 2; I: .; J: 3

8. O=C(NNC(=O)c1ccccc1[N+](=O)[O-])c1csc(N2CCOCC2)n1
  A: -11; B: -10; C: -9; D: -3; E: .; F: .; G: -42; H: -2; I: -1; J: -58

9. CCOc1ccc2[nH]c(=O)c(CN(Cc3cccs3)Cc3nnnn3C(C)(C)C)cc2c1
  A: 4; B: -2; C: -8; D: 1; E: 0; F: 22; G: -0.2; H: 1; I: 6; J: -8

10. CS(=O)(=O)N(CC(=O)NCCSCc1ccco1)c1ccc(Cl)cc1
  A: -1; B: 0; C: -1; D: 3; E: 5; F: 23; G: 0.3; H: -1; I: -3; J: 0

11. CC(=O)Oc1ccc(N2C(=O)C3C4C=CC(O4)C3C2=O)cc1 (centres undefined)
  A: 3; B: 0; C: -28; D: 5; E: -4; F: -10; G: 0.9; H: 2; I: 7; J: -1

12. COCCn1c(N)c(C(=O)NCc2cccs2)c2nc3ccccc3nc21
  A: -40; B: 13; C: -58; D: -9; E: -1; F: 18; G: 9.4; H: 0; I: -84; J: 0

13. CS(=O)(=O)N(CC(=O)NC1CCCCCC1)Cc1ccc(Cl)cc1
  A: -13; B: 4; C: 1; D: -12; E: 4; F: 8; G: 0.7; H: 1; I: 4; J: 7

14. O=C(NC1CCN(Cc2nnnn2CCc2ccccc2)CC1)c1ccccc1F
  A: 9; B: -2; C: -4; D: 2; E: 4; F: -8; G: 2.6; H: 3; I: -3; J: 5

15. CN(Cc1nc2ccccc2n1C)C(=O)c1cccs1
  A: -8; B: -6; C: -10; D: -1; E: -6; F: 13; G: -0.8; H: 8; I: 9; J: -3

16. CC12CN3CC(C)(CN(C1)C3c1ccc(Br)cc1)C2 (centres undefined)
  A: 20; B: 0; C: -8; D: -1; E: -3; F: -14; G: 1.0; H: 2; I: 2; J: 2

17. c1ccc(COn2c(-c3ccccc3)nc3c2CCc2nonc2-3)cc1
  A: 4; B: 2; C: 1; D: 8; E: -7; F: 16; G: 1.0; H: -6; I: 2; J: -3

18. CN(C)CCCCOc1cccc(Br)c1
  A: -4; B: -1; C: 2; D: 0; E: -2; F: 2; G: 0.3; H: -2; I: 12; J: 0

19. Cc1ccc(NC(=O)CSc2nnc(-c3ccncc3)s2)cc1
  A: 4; B: 0; C: -11; D: 20; E: -3; F: 14; G: -0.8; H: -3; I: -3; J: 6

20. CC(=O)c1c(C)[nH]c(C(=O)OC(C)C(=O)Nc2ccc(C)c(S(=O)(=O)N3CCOCC3)c2)c1C (centres undefined)
  A: -3; B: -6; C: -10; D: -5; E: .; F: .; G: -1.6; H: 8; I: -6; J: -13

21. CC(=O)OCC(=O)[C@@]1(O)CC[C@H]2[C@@H]3C[C@H](C)C4=CC(=O)C=C[C@]4(C)[C@H]3[C@@H](O)C[C@@]21C
  A: 5; B: 2; C: 1; D: 2; E: -1; F: 6; G: 0.3; H: 0; I: -9; J: 9

22. O=c1c(Cc2ccc(Cl)cc2)c(O)ccn1Cc1ccccc1
  A: 8; B: -1; C: 2; D: 8; E: -1; F: 42; G: -0.2; H: 5; I: 0; J: -9

23. O=C(Nc1ccc(CN2CCOCC2)cc1)c1ccc(Cl)cc1Cl
  A: 8; B: -1; C: -7; D: -6; E: -3; F: 11; G: 0.1; H: 4; I: .; J: 18

24. CCc1nc(Nc2ccc(N3CCN(C(C)=O)CC3)cc2)c2oc3ccccc3c2n1
  A: 1; B: -6; C: 14; D: -1; E: -7; F: -4; G: 0.0; H: -4; I: 1; J: -15

25. Cc1noc(COc2ccccc2OCC(O)CNC(C)(C)C)n1 (centres undefined)
  A: 6; B: -1; C: -15; D: 6; E: -3; F: 6; G: -0.1; H: 1; I: 0; J: -8

26. COc1ccc(C(=O)Nc2cc(C)on2)cc1OC
  A: 4; B: -6; C: -11; D: 10; E: -1; F: 28; G: -1.6; H: -8; I: -7; J: 6

Exported as tab-separated lines: 8 of the compounds above.
cpd	SMILES	CCHF vOTU inh	Anthrax LF inh2	PriA SSB inh	MazEF act	SARS 3CLpro inh	VHR inh abs	BoNT-A LC inh2	PrPC surface inh	Rv3671c protease	BoNT-F LC inh
1	O=C(O)CC(NS(=O)(=O)c1ccc2c(c1)OCCO2)c1ccccc1[N+](=O)[O-] (centres undefined)	5	-1	3	3	.	.	0.4	-11	-9	-2
2	CCOc1ccc(/C=N/NC(=O)c2ccccc2NC(=O)c2ccc(OC)cc2)cc1	-6	0	.	3	1	16	-0.3	2	-138	-4
3	Cc1ccccc1-c1noc(-c2ccccc2F)n1	-3	-3	-48	-9	4	19	-1.0	4	-13	-4
4	CCOc1ccccc1Oc1c(C)oc2cc(OC(=O)c3ccco3)ccc2c1=O	-22	-2	9	12	-5	16	-1.0	2	5	-14
5	Cc1cc(O)c(/C=N/c2ccccn2)c(=O)o1	2	0	.	8	2	19	-0.9	-2	3	-3
6	O=C(CSc1c2c(nc3cc(Cl)ccc13)CCCC2)NCCN1CCOCC1	2	-2	-5	-7	1	-1	0.4	13	-4	2
7	Cc1noc(C)c1S(=O)(=O)N1CCCCC1c1cc(C(=O)Nc2cccc3c2CCCC3)no1 (centres undefined)	1	-3	.	.	.	.	-0.1	2	.	3
8	O=C(NNC(=O)c1ccccc1[N+](=O)[O-])c1csc(N2CCOCC2)n1	-11	-10	-9	-3	.	.	-42	-2	-1	-58

These rows are one share of the data; count on the stated rates, not on these rows.
